# Assay outcomes: PubChem, Sanford-Burnham Center for Chemical Genomics
# APOBEC3G inh – inhibitors of human APOBEC3G DNA deaminase. Q9HC16. recombinant A3G, ssDNA deamination FAM/TAMRA fluorescence. inhibition, % at 20 µM. 0.28% of 330,000 active. AID 493012;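 active = inhibition of at least 40% at 20 µM, with no more than 30% in the related APOBEC3A deaminase screen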;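 also: plate controls were DMSO wells with A3G for no effect and wells lacking A3G enzyme for full effect; some compounds called inactive have numbers as strong as hits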
# Target sequence (Q9HC16 whole entry, looked up): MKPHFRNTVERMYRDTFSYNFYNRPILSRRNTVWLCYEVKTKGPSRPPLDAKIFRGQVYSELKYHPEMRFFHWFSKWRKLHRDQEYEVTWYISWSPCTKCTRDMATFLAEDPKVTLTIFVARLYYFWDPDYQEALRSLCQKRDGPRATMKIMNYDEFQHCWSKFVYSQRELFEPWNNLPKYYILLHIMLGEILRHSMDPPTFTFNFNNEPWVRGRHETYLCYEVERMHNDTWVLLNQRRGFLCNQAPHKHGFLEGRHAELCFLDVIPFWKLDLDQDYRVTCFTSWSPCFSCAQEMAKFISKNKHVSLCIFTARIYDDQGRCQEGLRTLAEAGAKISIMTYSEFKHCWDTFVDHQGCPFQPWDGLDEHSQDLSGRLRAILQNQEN
# beta cell repl – induces beta-cell replication in MIN6 cells; proliferation, % at 10 µM; MIN6 cells proliferation, ATPlite luminescence, 48 h; cells starved in 0.2% serum; 100% = growth in 10% serum; 0.29% of 330,000 active; AID 2380;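 active = compounds whose signal lies at least 3.5 SD above the mean of all wells on their plate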;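 also: 0% = DMSO-treated cells in low-serum medium and 100% = 10% serum control; some compounds called inactive have numbers as strong as hits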
# SENP1 inh – inhibitors of human SENP1 SUMO protease catalytic domain. AID 624204. recombinant SENP1 catalytic domain, CyPet-SUMO1-YPet FRET cleavage. Q9P0U3. 0.21% of 360,000 active. inhibition, % at 10 µM;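 active = inhibition at least 30% at 10 µM, raw YFP signal under a set limit, fluorescence ratio 0.5 to 1.5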;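 also: 0% = enzyme with DMSO and 100% = no enzyme wells; some results filed as inactive read as strong as hits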
#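 Test system: human SENP1 catalytic domain; medium: Tris pH 8 buffer plus EDTA, NaCl, BME, BSA, NP40, catalase; incubation: 50 min reaction at room temperature; technique: FRET, CFP and YFP emission; controls: no-enzyme low control and enzyme-plus-DMSO high control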
# mIAP inh – blocks mouse intestinal alkaline phosphatase. 0.2% of 330,000 active. inhibition, % at 10 µM. purified mouse IAP, CDP-Star luminescence, 30 min. AID 2806;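 active = inhibition of at least 40% at 10 µM in the primary screen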;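 also: plate controls were DMSO with enzyme for no effect and no enzyme wells for full effect; values of inactives mirror those of a sister screen read the other way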
# hIAP act – human IAP activation. activation factor at 10 µM. 0.16% of 330,000 active. purified human IAP, CDP-Star luminescence, 30 min; hits give high values; 1 = vehicle-only enzyme, 0 = enzyme-free background;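 active = activation factor of the enzyme at least 2-fold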; also: the source names both 10 and 20 µM as test concentration; values of inactives mirror those of a sister screen read the other way
# Target sequence (P09923 whole entry, looked up): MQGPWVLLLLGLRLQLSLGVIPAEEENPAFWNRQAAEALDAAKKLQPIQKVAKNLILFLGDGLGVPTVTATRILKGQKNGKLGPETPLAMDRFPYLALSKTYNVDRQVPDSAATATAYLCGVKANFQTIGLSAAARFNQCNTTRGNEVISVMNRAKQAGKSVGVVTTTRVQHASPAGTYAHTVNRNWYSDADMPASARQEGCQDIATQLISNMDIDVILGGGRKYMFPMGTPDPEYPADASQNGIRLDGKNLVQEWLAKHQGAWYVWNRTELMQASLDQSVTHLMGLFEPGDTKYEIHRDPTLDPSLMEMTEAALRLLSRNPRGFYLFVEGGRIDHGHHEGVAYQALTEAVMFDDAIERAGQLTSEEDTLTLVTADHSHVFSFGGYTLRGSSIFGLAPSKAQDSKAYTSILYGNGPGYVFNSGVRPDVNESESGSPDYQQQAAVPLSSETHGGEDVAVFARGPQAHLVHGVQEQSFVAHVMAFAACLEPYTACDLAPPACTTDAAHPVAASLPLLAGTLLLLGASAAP
# mIAP act – mouse IAP activation. muIAP, CDP-Star luminescence, 30 min; hits give high values; 1 = vehicle-only enzyme signal, 0 = enzyme-free wells. activation factor at 10 µM. 0.24% of 330,000 active;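 active = activation factor of at least 2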; also: the source names both 10 and 20 µM as test concentration; values of inactives mirror those of a sister screen read the other way
#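 System: Mouse IAP enzyme | Also added: CDP-Star substrate | Dosing: Compounds dispensed in DMSO | Schedule: 30 min enzyme-substrate-compound incubation at room temperature | Technique: Chemiluminescence readout | Control set: DMSO-only wells and no-enzyme negative control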
# hIAP inh – blocks human intestinal alkaline phosphatase | P09923 | purified IAP, CDP-Star luminescence, 30 min | inhibition, % at 10 µM | 0.12% of 330,000 active | AID 2544;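 active = inhibition reaching a set limit with compound at 10 µM in the primary screen, cut at about 35% in these data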;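 also: plate controls were DMSO wells with enzyme for no effect and no-enzyme buffer wells for full effect; values of inactives mirror those of a sister screen read the other way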
# APOBEC3A inh – human APOBEC3A DNA deaminase inhibition; P31941; recombinant A3A, FAM/TAMRA ssDNA deamination fluorescence; inhibition, % at 20 µM; 0.41% of 330,000 active; AID 493011;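 active = at least 40% inhibition at 20 µM here, with at most 30% in a related deaminase screen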;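 also: plate controls were A3A with DMSO for no effect and wells lacking A3A enzyme for full effect; some results filed as inactive read as strong as hits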
# Target sequence (P31941 whole entry, looked up): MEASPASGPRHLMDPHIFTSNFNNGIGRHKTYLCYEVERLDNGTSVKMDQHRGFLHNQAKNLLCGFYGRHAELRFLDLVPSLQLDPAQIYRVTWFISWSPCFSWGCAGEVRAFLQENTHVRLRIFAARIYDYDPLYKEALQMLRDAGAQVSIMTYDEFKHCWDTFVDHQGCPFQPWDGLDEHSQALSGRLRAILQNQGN
# NALP3 yeast inh – blocks the NALP3 inflammasome reconstituted in yeast; Yeast reconstituted NLRP3/ASC/caspase-1, beta-gal luminescence, 24 h; inhibition, % at 10 µM; 0.39% of 330,000 active;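 active = inhibition of 50% or more; inactive = inhibition below 50%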;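 also: plate controls were induced DMSO wells for no effect and uninduced yeast grown without galactose for full effect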
# An asterisk follows results filed as active. A portion of the library; count on the stated rates, not on these rows.
item	Molecule	APOBEC3G inh	beta cell repl	SENP1 inh	mIAP inh	hIAP act
1	Cc1ccc(S(=O)(=O)CCc2nnc(NC(=O)COc3cccc(C)c3)s2)cc1	0	-1	3	5	0.97
2	O=C(O)/C=C/C(=O)c1ccc2c(c1)CCc1ccccc1-2	7	-8	1	-5	0.83
3	COCCn1nc2cc(C(=O)NCC34CC5CC(CC(C5)C3)C4)ccc2c1OC	-6	-2	0	-8	1.1
4	Cc1cc(C)c(OCC(=O)OCCNC(=O)c2cccnc2)c(C)c1	-2	-1	-1	7	1
5	Cc1ccc(S(=O)(=O)NC(=O)CSc2nc3ccccc3s2)cc1	-2	4	0	4	0.76
6	CC(=O)c1cnc2c(-c3ccccc3)c(C)nn2c1C	-4	0	2	-15	1.1
7	O=C(/C=C/c1ccc(Cl)cc1)N1CCN(c2ccccn2)CC1	7	-2	-1	-3	1
8	CCOc1ccc(NC(=O)CSc2nc(-c3cccs3)cc(C(F)(F)F)n2)c([N+](=O)[O-])c1	-7	0	25	2	1.1

item	mIAP act	hIAP inh	APOBEC3A inh	NALP3 yeast inh
1	0.95	3	4	8
2	1.1	17	3	38
3	1.1	-6	-1	22
4	0.93	-4	0	13
5	0.96	24	1	3
6	1.1	-10	-2	-14
7	1	-1	-3	33
8	0.98	-7	2	21

# Other compounds
item	Molecule	APOBEC3G inh	beta cell repl	SENP1 inh	mIAP inh	hIAP act
9	CC(C)(C)NCC(O)COc1c(F)cc(Br)cc1F (configuration not stated)	1	5	-1	-5	1.1
10	O=C(c1cccc(S(=O)(=O)N2CCc3ccccc3C2)c1)N1CCN(c2ccccc2)CC1	-2	-1	-1	4	1.4
11	COc1ccc(C2=CSC3=NCCN23)cc1[N+](=O)[O-]	-4	0	1	6	0.99
12	O=C(CN1CCC(NC(=O)Nc2ccc(F)cc2)CC1)Nc1ccccc1[N+](=O)[O-]	-16	5	-1	4	0.9
13	Cc1nc(SCc2ccc([N+](=O)[O-])cc2)n[nH]1	-5	-4	3	0	0.79
14	COC(=O)c1cc(OC)c(OC)cc1NC(=O)CSc1ccc(C)cc1	-4	-1	3	16	0.91
15	COc1ccc(S(=O)(=O)CC(=O)Nc2ccccc2Cl)cc1	-5	1	0	-10	1.1
16	CN=c1scc(-c2ccc(F)cc2)n1/N=C/c1ccc(O)c(O)c1	-3	-5	-10	14	0.93

item	mIAP act	hIAP inh	APOBEC3A inh	NALP3 yeast inh
9	1	-5	4	6
10	0.96	-44	-2	7
11	0.94	1	-4	-9
12	0.96	10	-6	21
13	1	21	-5	9
14	0.84	9	1	20
15	1.1	-9	0	8
16	0.86	7	-2	0

# Retrieved one by one from above:
item	Molecule	APOBEC3G inh	beta cell repl	SENP1 inh	mIAP inh	hIAP act
8	CCOc1ccc(NC(=O)CSc2nc(-c3cccs3)cc(C(F)(F)F)n2)c([N+](=O)[O-])c1	-7	0	25	2	1.1
16	CN=c1scc(-c2ccc(F)cc2)n1/N=C/c1ccc(O)c(O)c1	-3	-5	-10	14	0.93
9	CC(C)(C)NCC(O)COc1c(F)cc(Br)cc1F (configuration not stated)	1	5	-1	-5	1.1
10	O=C(c1cccc(S(=O)(=O)N2CCc3ccccc3C2)c1)N1CCN(c2ccccc2)CC1	-2	-1	-1	4	1.4
13	Cc1nc(SCc2ccc([N+](=O)[O-])cc2)n[nH]1	-5	-4	3	0	0.79

item	mIAP act	hIAP inh	APOBEC3A inh	NALP3 yeast inh
8	0.98	-7	2	21
16	0.86	7	-2	0
9	1	-5	4	6
10	0.96	-44	-2	7
13	1	21	-5	9

# Next part.
item	Molecule	APOBEC3G inh	beta cell repl	SENP1 inh	mIAP inh	hIAP act
17	Cn1cnnc1SCC(=O)c1cccc([N+](=O)[O-])c1	-2	-3	1	-15	1
18	CC(=C1C(=O)c2ccccc2C1=O)N1CCc2ccccc2C1	2	0	-4	3	1.2
19	COc1cccc(OCc2nnc3n2N=C(c2ccccc2)C(CC(=O)O)S3)c1 (configuration not stated)	-10	-1	-2	1	0.94
20	CC1CCN(CC(=O)N2CCN(c3ccccc3)CC2)CC1	-9	1	1	1	1.1
21	CCN(CC)C(=O)Cn1cc(C(=O)C(=O)NCc2cccnc2)c2ccccc21	-3	-2	1	1	1
22	CN(Cc1ccccc1)c1nc2c(c(=O)[nH]c(=O)n2C)n1CCCSc1ncccn1	-1	2	2	-9	0.99
23	COc1cc(NC(=O)C2CCN(S(=O)(=O)c3ccc4c(c3)CC(C)N4C(C)=O)CC2)cc(OC)c1OC (configuration not stated)	-8	1	-1	-30	1.4
24	COc1ccc([C@@H]2CC=C(C(=O)O)[C@H](c3ccccc3)N2S(=O)(=O)c2ccccc2C)cc1	-11	-5	0	-1	0.91

item	mIAP act	hIAP inh	APOBEC3A inh	NALP3 yeast inh
17	1.1	-2	-8	5
18	0.97	-22	3	-1
19	0.99	6	-2	18
20	0.99	-6	-1	24
21	0.99	0	-2	-1
22	1.1	1	-4	1
23	1.3	-37	-5	15
24	1	9	-5	10

# Remaining list, next part:
item	Molecule	APOBEC3G inh	beta cell repl	SENP1 inh	mIAP inh	hIAP act
25	CSCC[C@H](NC(=O)OC(C)(C)C)c1nnc(SCc2ccccc2)o1	-1	-1	2	-18	1.4
26	CCN1CCCC1CNC(=O)C(=O)NC1CC1 (configuration not stated)	1	-1	1	-6	1.1
27	C=CCN(C(=O)c1ccccc1)C1CCS(=O)(=O)C1 (configuration not stated)	6	-2	1	-2	0.97
28	CN(Cc1ccccc1)S(=O)(=O)c1ccc2[nH]c(=O)oc2c1	-9	1	0	13	0.98
29	CS(=O)(=O)N(CC(=O)N1CCN(Cc2ccccc2)CC1)c1ccccc1F	-3	1	-2	10	1.3
30	CC(C)c1nc(SCC(=O)N2CC(=O)Nc3ccccc32)c2ccccc2n1	-12	-4	1	-5	1
31	CSc1ccc(CN2C(=O)NC3(CCCCC3)C2=O)cc1	-5	-2	0	1	1
32	CCOC(=O)C1CCN(C(=O)c2cc3c(=O)n4ccccc4nc3n2C)CC1	-5	1	-46	6	0.98

item	mIAP act	hIAP inh	APOBEC3A inh	NALP3 yeast inh
25	1.2	-36	-3	10
26	1.1	-6	1	8
27	1	3	-4	7
28	0.87	2	-2	2
29	0.9	-32	-7	8
30	1.1	-3	2	16
31	0.99	-4	-1	21
32	0.94	2	-1	-11

# Going on with the list:
item	Molecule	APOBEC3G inh	beta cell repl	SENP1 inh	mIAP inh	hIAP act
33	COc1ccc([N+](=O)[O-])cc1N(CC(O)CN1CCCCC1)S(=O)(=O)c1ccc(C)cc1 (configuration not stated)	-5	2	-1	2	1.2
34	COc1ccc(C(=O)Nc2cc3c4c(c2)C(C)C(=O)N4CCC3)cc1OC (configuration not stated)	0	0	2	7	1
35	Cc1ncc([N+](=O)[O-])n1CCOC(=O)NC(NCc1ccccc1Cl)C(Cl)(Cl)Cl (configuration not stated)	-9	0	2	3	0.99
36	COc1cccc(OCC(O)CN2CCN(C(c3ccccc3)c3ccccc3)CC2)c1 (configuration not stated)	2	-5	1	-6	1.1
37	O=C(c1cccs1)c1coc2ccc(O)c(CN3CCOCC3)c12	0	1	4	10	0.96
38	Cc1ccnc2nc(C(=O)OCC(=O)c3ccc(Cl)cc3)nn12	5	1	-5	8	0.94
39	N#Cc1ccccc1NC(=O)Nc1ccc(Cl)cc1	-8	-1	-2	-6	1.3
40	CN(Cc1c(F)cccc1Cl)C(=O)c1ccc(NS(=O)(=O)c2ccc3[nH]c(=O)[nH]c3c2)cc1	4	-1	1	-7	1.3

item	mIAP act	hIAP inh	APOBEC3A inh	NALP3 yeast inh
33	0.98	-24	0	-13
34	0.93	0	3	-2
35	0.97	1	-3	23
36	1.1	-8	-1	11
37	0.91	4	3	11
38	0.92	6	4	12
39	1.1	-26	-3	15
40	1.1	-25	1	13

# Following part:
item	Molecule	APOBEC3G inh	beta cell repl	SENP1 inh	mIAP inh	hIAP act
41	CCN(CC)C1CCN(C(=O)CCn2nnnc2CN2CCOCC2)C1 (configuration not stated)	1	0	0	0	1.1
42	O=C(Nc1ccc(Cl)c(S(=O)(=O)N2CCOCC2)c1)C1CCC1	-5	0	1	-8	0.97
43	O=C(COC(=O)c1ccc(OC(F)F)cc1)Nc1cccc(S(=O)(=O)NC2=NCCC2)c1	-8	1	5	-7	0.97
44	CCCCn1nc2cc(C(=O)NCc3ccc4c(c3)OCO4)ccc2c1OCC	-5	3	3	-5	1
45	CCN(CC)CCNC(=O)C1c2ccccc2Oc2ccccc21	0	1	-1	-1	1
46	O=c1c(O)cccc2cc(O)c(O)c(O)c12	88	-4	4	61*	1.1
47	CCN1CCN(C(=S)c2ccc(OCC(=O)Nc3ccc(OC)cc3)cc2)CC1	11	-1	0	-4	0.94
48	O=C(CSc1nc(-c2ccccc2)cs1)Nc1ccccc1[N+](=O)[O-]	1	-1	0	13	1.1

item	mIAP act	hIAP inh	APOBEC3A inh	NALP3 yeast inh
41	1	-8	2	5
42	1.1	3	-1	12
43	1.1	3	-5	8
44	1	-4	-1	12
45	1	-2	5	-14
46	0.39	-14	96	7
47	1	6	-1	17
48	0.87	-10	2	14

# The results go on:
item	Molecule	APOBEC3G inh	beta cell repl	SENP1 inh	mIAP inh	hIAP act
49	Fc1ccccc1Cc1noc(CN2CCCC(CN3CCOCC3)C2)n1 (configuration not stated)	-3	-1	2	-4	0.91
50	C=CCNC(=O)c1cnc(-c2ccccc2)nc1-c1ccccc1	1	0	3	6	0.94
51	CCC1(C)CC(c2csc(N)n2)CCO1 (configuration not stated)	-7	-2	0	3	0.88
52	CC(=O)Nc1ccc(/C(C)=N/NC(=O)C2CC2c2ccccc2)cc1 (configuration not stated)	-6	-1	2	-22	1
53	CCCc1n[nH]c(=S)n1Cc1ccco1	-4	-3	0	8	1
54	COc1ccc(-c2cc(C(=O)N3CC4(C)CC3CC(C)(C)C4)no2)cc1OC (configuration not stated)	-2	-5	2	0	1
55	C#CCNC(=O)c1cccn1-c1ncc(C(F)(F)F)cc1Cl	-4	-3	0	5	0.93
56	COc1ccc(Cc2nnc(Nc3ccccc3OC)[nH]c2=O)cc1	-1	1	3	0	0.97

item	mIAP act	hIAP inh	APOBEC3A inh	NALP3 yeast inh
49	1	9	2	9
50	0.94	6	5	-1
51	0.97	12	-5	-1
52	1.2	-5	0	9
53	0.92	-1	-2	3
54	1	0	3	-6
55	0.95	7	-2	23
56	1	3	1	6

# Carrying on.
item	Molecule	APOBEC3G inh	beta cell repl	SENP1 inh	mIAP inh	hIAP act
57	O=C(O)c1ccc(NS(=O)(=O)c2ccc3c(c2)OCCCO3)cc1	-6	1	3	6	1.1
58	CCC1CN(C(=O)N2CCC(C(=O)NCc3ccc(F)cc3)CC2)c2ccccc2O1 (configuration not stated)	-3	1	1	-3	1.1
59	O=C(CSc1n[nH]c(=O)n1C1CC1)NCc1ccccc1Cl	-5	1	1	6	1.1
60	COc1cc(NC(=O)c2ccc(N3CC4CC(C3)c3cccc(=O)n3C4)c(NC(=O)c3ccncc3)c2)cc(OC)c1OC (configuration not stated)	-6	-3	3	6	1.3

item	mIAP act	hIAP inh	APOBEC3A inh	NALP3 yeast inh
57	0.94	-6	4	-9
58	1	-15	-2	11
59	0.94	-9	2	19
60	0.94	-27	-4	11
